Bioassay records: PubChem BioAssay, Sanford-Burnham Center for Chemical Genomics
PfG6PD inh: PfG6PD (Plasmodium falciparum) enzyme inhibition | PfGluPho enzyme, NADPH resazurin-diaphorase fluorescence | inhibition, % at 20 µM | actives 0.78% (n = 350,000) | AID 504690;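 active = inhibition reaching at least a set limit at 20 µM in the primary screen, cut at about 59% in these data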;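 also: 0% = DMSO wells with substrate and 100% = DMSO wells lacking glucose-6-phosphate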
SENP7 block: inhibitors of human SENP7 protease | recombinant SENP7, Z-RLRGG-aminoluciferin luminescence, 40 min | Q9BQF6 | actives 1.5% (n = 330,000) | inhibition, % at 5 µM;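 active = inhibition above about 50% at the single test dose, limit read from the data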;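 also: plate controls were DMSO with enzyme for no effect and no enzyme buffer wells for full effect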
SENP6 inh: SENP6 protease inhibition; Q9GZR1; Recombinant SENP6 catalytic domain, aminoluciferin luminescence; inhibition, % at 10 µM; actives 1.8% (n = 330,000);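 active = inhibition above about 50% at the single tested dose, limit read from the data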;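 also: plate controls were DMSO wells with enzyme for no effect and DMSO wells lacking enzyme for full effect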
SENP8 block-1: SENP8 (human) protease inhibition. Q96LD8. recombinant SENP8, Nedd8 substrate fluorescence. inhibition, % at 20 µM. actives 0.64% (n = 360,000). AID 602440; in the data active = inhibition mostly above about 40%, no sharp cut-off; inactive = mostly below about 27%
Apaf1 inhib: blocks human Apaf-1 apoptosome activity | actives 0.71% (n = 330,000) | O14727 | inhibition, % at 20 µM | reconstituted apoptosome caspase-3 activity, DEVD-Rh110 fluorescence; active = inhibition of at least 40% at 20 µM;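 also: plate controls were DMSO wells for no effect and DEVD-CHO caspase inhibitor wells for full effect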
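Material: biochemical Apaf-1 apoptosome reconstitution. Medium: Hepes buffer, pH 7.5. Also added: cytochrome c activation, bis-DEVD rhodamine 110 substrate. Timing: 30 min compound preincubation, 50 min activation, room temperature. Measured by: rhodamine 110 fluorescence at Ex 480/Em 540 nm.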
HKDC1 inhibitor: HKDC1 (human) hexokinase inhibition | Q2TB90 | inhibition, % at 20 µM | actives 0.16% (n = 340,000) | recombinant HKDC1, G6PDH/diaphorase resazurin coupled fluorescence | AID 493160;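 active = inhibition above about 35% when tested at 20 µM, limit read from the data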;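 also: plate controls were DMSO wells with enzyme for no effect and DMSO wells lacking enzyme for full effect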
Target sequence (Q2TB90 whole entry, looked up): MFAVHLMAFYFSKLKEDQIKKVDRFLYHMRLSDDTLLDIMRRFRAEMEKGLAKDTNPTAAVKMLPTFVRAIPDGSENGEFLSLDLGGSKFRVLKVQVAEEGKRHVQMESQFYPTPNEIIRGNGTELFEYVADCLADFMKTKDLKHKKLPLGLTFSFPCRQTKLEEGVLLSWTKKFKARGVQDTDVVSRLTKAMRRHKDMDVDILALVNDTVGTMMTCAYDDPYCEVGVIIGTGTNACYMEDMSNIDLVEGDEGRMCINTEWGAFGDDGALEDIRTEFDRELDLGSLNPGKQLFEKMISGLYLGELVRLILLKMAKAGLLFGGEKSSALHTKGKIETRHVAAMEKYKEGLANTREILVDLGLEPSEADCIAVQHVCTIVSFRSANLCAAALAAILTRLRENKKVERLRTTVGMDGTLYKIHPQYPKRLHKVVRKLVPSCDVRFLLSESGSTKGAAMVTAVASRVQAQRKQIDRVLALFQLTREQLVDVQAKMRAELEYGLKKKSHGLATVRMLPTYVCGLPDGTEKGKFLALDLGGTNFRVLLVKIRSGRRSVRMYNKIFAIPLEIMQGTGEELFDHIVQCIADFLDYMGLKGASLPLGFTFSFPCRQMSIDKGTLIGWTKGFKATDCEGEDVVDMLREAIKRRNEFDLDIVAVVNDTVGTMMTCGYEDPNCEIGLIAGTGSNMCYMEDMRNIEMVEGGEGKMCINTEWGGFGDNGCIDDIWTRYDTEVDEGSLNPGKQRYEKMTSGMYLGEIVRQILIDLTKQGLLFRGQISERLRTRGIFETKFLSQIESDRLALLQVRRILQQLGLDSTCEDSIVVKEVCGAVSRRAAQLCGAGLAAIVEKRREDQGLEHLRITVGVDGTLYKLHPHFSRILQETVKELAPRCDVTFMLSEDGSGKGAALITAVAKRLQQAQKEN
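Test system: HK5 enzyme. Quantity: 5 µg/mL HK5 final. Reagent: glucose and ATP substrates. Schedule: 90 min reaction incubation at room temperature, dark. Technique: resazurin-to-resorufin fluorescence via G6PDH and diaphorase coupling, 525/613 nm. Control set: DMSO wells with and without enzyme mix.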
NALP3 yeast inh: inhibitors of NALP3 inflammasome in yeast; inhibition, % at 10 µM; Yeast reconstituted NLRP3/ASC/caspase-1, beta-gal luminescence, 24 h; AID 2825; actives 0.39% (n = 330,000);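 active = inhibition of 50% or more; inactive = inhibition below 50%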;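 also: plate controls were induced DMSO wells for no effect and uninduced yeast grown without galactose for full effect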
SENP8 block-2: blocks the human protease SENP8. Q96LD8. purified SENP8, Z-RLRGG-aminoluciferin cleavage, luminescence. inhibition, % at 10 µM. actives 1.2% (n = 330,000). AID 2540; in the data active = inhibition above about 50%
SENP1 FRET inh: blocks the human SENP1 SUMO protease catalytic domain | actives 0.21% (n = 360,000) | AID 624204 | inhibition, % at 10 µM | recombinant SENP1 catalytic domain, CyPet-SUMO1-YPet FRET cleavage;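 active = inhibition at least 30% at 10 µM, raw YFP signal under a set limit, fluorescence ratio 0.5 to 1.5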;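 also: 0% = enzyme with DMSO and 100% = no enzyme wells; some results filed as inactive read as strong as hits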
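system = hSENP1 catalytic domain, recombinant | reagent = SFCypet-SUMO1-SFYpet substrate at 25 nM | doses = one dose per compound, 10 µM, 0.5% DMSO | incubation = enzyme reaction for 50 min at room temperature, dark | measured by = FRET, CFP and YFP emission | controls = no-enzyme low, enzyme-DMSO high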
The depositor's hits bear a star; · = not tested or not shown.

1. O=C(c1ccc2c(c1)N(Cc1ccccc1F)C(=O)c1ccccc1S2)N1CCOCC1
2. COc1ccc(O)c(/C=N/Nc2nc3ccccc3[nH]2)c1
3. Cc1nc(SCC(=O)Nc2ccccc2)c2oc3ccccc3c2n1
4. Cc1nn2c(-c3ccco3)nnc2c2ccccc12
5. COC(=O)c1ccccc1OCCCOc1ccc(C=O)cc1OC
6. COc1ccc2nc(N=Nc3ccc(O)c4ccccc34)sc2c1
7. O=C1c2ccccc2C(=O)N1CCCOc1ccccc1
8. COc1nc(OC)nc(N2CCC(NC(=O)C(Cc3cccc(OC)c3OC)NC(C)=O)CC2)n1 (stereo unspecified)

Compound,1,2,3,4,5,6,7,8
PfG6PD inh,69.1*,11.1,-2.5,-1.0,14.8,-5.9,15.8,-9.1
SENP7 block,-3.9,1.3,4.4,1.1,0.8,12.3,-1.3,3.1
SENP6 inh,-16.4,-20.1,-17.0,3.2,7.0,3.3,7.0,-7.1
SENP8 block-1,·,1.1,11.9,-12.0,0.8,-269.2,18.3,17.6
Apaf1 inhib,-15.3,-3.8,5.0,28.0,-5.0,10.0,-6.1,-24.9
HKDC1 inhibitor,0.8,-14.3,0.2,0.7,0.8,2.1,-4.1,-6.6
NALP3 yeast inh,18.1,-4.1,44.0,12.0,10.0,9.8,36.7,7.4
SENP8 block-2,-8.8,1.4,2.8,-5.1,4.6,10.5,2.0,5.6
SENP1 FRET inh,·,1.8,-0.9,0.9,0.7,-45.8,1.4,0.8

9. C=CCn1c(=S)[nH]c2cc(-c3ccccc3)sc2c1=O
10. O=C(O)CCc1nc2ccccc2c(=O)[nH]1
11. CC(C)N(Cc1ccccc1)S(=O)(=O)c1ccc2c(c1)NC(=O)CO2
12. O=C(CCN1C(=O)/C(=C/c2ccc(F)cc2)SC1=S)NC1CCS(=O)(=O)C1 (stereo unspecified)
13. C/C=C/C(=O)Nc1ccc(N2CCN(c3ccc(C(F)(F)F)cn3)CC2)nc1
14. O=C(CCc1c[nH]c2ccccc12)N1CCN(S(=O)(=O)c2ccccc2)CC1
15. COc1ccc(/C=N/Nc2nnc(C)n2N)cc1OC(C)=O
16. O=C(CNC(=O)C1COc2ccccc2O1)N/N=C\c1ccc(Cl)cc1 (stereo unspecified)

Compound,9,10,11,12,13,14,15,16
PfG6PD inh,-17.5,-10.9,4.6,-3.6,-8.8,1.8,55.5,21.6
SENP7 block,-12.1,4.9,5.6,1.0,10.7,3.3,-0.8,-7.2
SENP6 inh,-19.7,21.0,-10.5,19.6,-28.6,-4.7,11.0,-21.5
SENP8 block-1,8.0,6.8,5.8,19.1,-4.6,4.5,26.0,21.7
Apaf1 inhib,4.1,-18.7,19.0,-5.6,-6.0,5.5,5.4,6.5
HKDC1 inhibitor,1.5,-4.9,2.6,2.9,0.7,-4.6,0.2,1.1
NALP3 yeast inh,21.8,-1.6,7.1,4.4,17.9,7.1,1.2,-7.3
SENP8 block-2,-1.7,-1.9,2.1,22.6,8.1,4.0,2.9,-1.7
SENP1 FRET inh,1.4,1.3,-1.3,0.0,-3.0,-0.2,3.5,2.0

17. COc1ccc([N+](=O)[O-])cc1N(CC(O)Cn1nnc2ccccc21)S(=O)(=O)c1ccc(C)cc1 (stereo unspecified)
18. CCN(CC)S(=O)(=O)c1ccc(N=Nc2cc(C)cc(Br)c2O)cc1
19. Cc1cc(C)n(CCC(=O)N/N=C/c2c(O)ccc3ccccc23)n1
20. COc1ccc(C)cc1N1CC(C(=O)Nc2ccccc2N2CCCCC2)CC1=O (stereo unspecified)
21. CC(C)CNC(=O)C(=O)NCC1OCCN1S(=O)(=O)c1cccs1 (stereo unspecified)
22. COC(=O)c1sc(=S)n(-c2ccc(Cl)cc2)c1C
23. O=C(CCN1CCN(c2ccccc2)CC1)NNC(=O)Cc1ccccc1Cl
24. CCCN(CCC)S(=O)(=O)c1ccc(C(=O)Nc2nnc(-c3cc(OC)cc(OC)c3)o2)cc1

Compound,17,18,19,20,21,22,23,24
PfG6PD inh,-4.5,-3.8,3.6,-13.8,-8.2,3.8,-0.4,-13.7
SENP7 block,0.8,-9.7,-0.4,-0.3,-6.2,4.5,-1.6,-0.3
SENP6 inh,4.3,-5.5,-15.4,-6.3,-11.0,-23.9,-12.5,-7.4
SENP8 block-1,13.4,34.3,-20.6,12.1,4.9,22.0,6.2,22.1
Apaf1 inhib,-3.5,-7.7,-7.1,6.5,-31.2,4.4,0.2,23.9
HKDC1 inhibitor,7.3,-3.7,-0.5,0.4,-8.3,-1.2,-4.6,-15.3
NALP3 yeast inh,3.1,0.0,0.5,6.7,12.5,14.2,-3.8,13.2
SENP8 block-2,-6.7,-2.3,-10.3,5.0,5.5,2.6,-10.4,1.5
SENP1 FRET inh,0.3,3.4,-94.0,2.2,-3.5,-0.8,0.2,-0.4

25. C=CCN(CC(=O)Nc1cccnc1)S(=O)(=O)c1ccc(Cl)cc1
26. O=C(COC(=O)c1ccccc1-n1cnnn1)c1ccc(F)c(F)c1
27. C[C@H](NC(=O)OCc1ccccc1)C(=O)NNC(=O)[C@H](C)NC(=O)OCc1ccccc1
28. O=C(COc1ccc(Br)cc1)NCC1COc2ccccc2O1 (stereo unspecified)
29. COc1ccc(CCNC(=O)CN2C(=O)COc3ccc(S(=O)(=O)N4CCOCC4)cc32)cc1OC
30. COC(=O)Cn1c(=O)sc2ccccc21
31. COc1ccc(-c2n[nH]c(=S)n2/N=C/C=C/c2ccccc2OC)cc1
32. CC(C)CN(CC(C)C)S(=O)(=O)N1CCC(C(=O)NCc2ccc3c(c2)OCO3)CC1

Compound,25,26,27,28,29,30,31,32
PfG6PD inh,-2.4,3.7,-1.8,4.9,11.5,1.2,7.1,-6.2
SENP7 block,0.1,9.2,6.6,-3.9,-0.6,-2.1,-0.7,1.9
SENP6 inh,20.2,-13.0,-19.7,4.2,6.8,-3.5,12.9,9.1
SENP8 block-1,5.3,2.0,27.5,7.9,0.8,24.7,-9.9,5.5
Apaf1 inhib,-0.1,5.6,-3.2,2.6,-5.5,-6.9,15.8,7.5
HKDC1 inhibitor,-1.4,-1.1,-4.2,2.2,-2.1,13.4,-2.9,-7.5
NALP3 yeast inh,-4.2,-0.3,6.4,38.1,5.6,-3.9,23.5,-1.3
SENP8 block-2,2.2,-9.3,-12.6,5.2,4.0,3.0,-5.6,0.1
SENP1 FRET inh,-2.2,0.7,1.8,-0.5,-0.9,0.9,0.3,0.4

33. CCn1c(C)c(Br)c(=O)c(C(=O)OC)c1-c1ccc(Cl)cc1
34. CCC(C)N1CNc2c(c(=O)[nH]c(=S)n2-c2cccc(C)c2)C1 (stereo unspecified)
35. Cc1cc(C(=O)NCc2cccnc2)no1
36. O=C1CC(N2CCN(S(=O)(=O)c3ccccc3F)CC2)C(=O)N1c1ccccc1F (stereo unspecified)
37. Cc1ccc(C(=O)CSC2=C(C#N)C(c3ccco3)C3=C(CC(C)(C)CC3=O)N2)cc1 (stereo unspecified)
38. C/C(=N\NC(=O)Cc1ccc(Cl)cc1)c1cccnc1
39. CCN(CC(=O)Nc1c(F)cccc1F)C(=O)C1CCN(S(=O)(=O)c2ccc(F)cc2)CC1
40. Nc1ccc(Oc2cc(N)cc(Oc3ccccc3)c2)cc1

Compound,33,34,35,36,37,38,39,40
PfG6PD inh,-11.5,-16.8,2.0,0.2,10.8,0.7,-4.7,17.0
SENP7 block,-0.7,-2.3,-4.3,·,-2.3,-7.0,-10.0,-9.4
SENP6 inh,-2.5,-6.4,4.3,·,-6.3,1.8,-2.0,3.2
SENP8 block-1,12.8,-47.8,15.6,8.7,-59.5,2.0,9.7,10.3
Apaf1 inhib,4.8,5.4,-9.1,·,8.7,-8.8,10.0,0.5
HKDC1 inhibitor,-0.4,-2.2,-9.7,-1.2,4.3,-10.4,-6.5,6.7
NALP3 yeast inh,8.3,-6.5,-7.9,·,17.1,13.1,8.2,50.3*
SENP8 block-2,2.2,3.7,5.8,·,-6.4,4.6,-10.7,-5.4
SENP1 FRET inh,0.3,-16.3,-0.4,-0.8,-56.7,2.2,1.0,2.1

Full records from above. Order of screens: PfG6PD inh, SENP7 block, SENP6 inh, SENP8 block-1, Apaf1 inhib, HKDC1 inhibitor, NALP3 yeast inh, SENP8 block-2, SENP1 FRET inh
C/C(=N\NC(=O)Cc1ccc(Cl)cc1)c1cccnc1 across the screens: 0.7, -7.0, 1.8, 2.0, -8.8, -10.4, 13.1, 4.6, 2.2
Cc1ccc(C(=O)CSC2=C(C#N)C(c3ccco3)C3=C(CC(C)(C)CC3=O)N2)cc1 (stereo unspecified) across the screens: 10.8, -2.3, -6.3, -59.5, 8.7, 4.3, 17.1, -6.4, -56.7
Nc1ccc(Oc2cc(N)cc(Oc3ccccc3)c2)cc1 across the screens: 17.0, -9.4, 3.2, 10.3, 0.5, 6.7, 50.3*, -5.4, 2.1
CCN(CC(=O)Nc1c(F)cccc1F)C(=O)C1CCN(S(=O)(=O)c2ccc(F)cc2)CC1 across the screens: -4.7, -10.0, -2.0, 9.7, 10.0, -6.5, 8.2, -10.7, 1.0
O=C1CC(N2CCN(S(=O)(=O)c3ccccc3F)CC2)C(=O)N1c1ccccc1F (stereo unspecified) across the screens: 0.2, ·, ·, 8.7, ·, -1.2, ·, ·, -0.8

Next section
41. CC(=O)C1=C(C)Nc2ncnn2C1c1ccccc1 (stereo unspecified)
42. OCc1nnn(-c2cccc(C(F)(F)F)c2)c1CO
43. O=C(COC(=O)c1cc([N+](=O)[O-])ccc1NCCO)Nc1ccc2c(c1)OCO2
44. Cc1ncc(CSc2nc3ccccc3[nH]2)c(N)n1
45. Cc1ccc(NC(=O)CC2SC(=O)N(c3ccccc3)C2=O)cc1 (stereo unspecified)
46. Cc1cc(-c2ccc(C)c(S(=O)(=O)NCCCN3CCN(c4ccccc4)CC3)c2)on1
47. COc1ccc(NC(=O)c2cccc(S(=O)(=O)N3CCCCCC3)c2)cc1
48. COc1cccc(NC(=O)CCSc2ccc(C)cc2)c1
49. CCCCNC(=O)C1CCN(C/C(C)=C/c2ccccc2)CC1

Compound,41,42,43,44,45,46,47,48,49
PfG6PD inh,11.2,-11.9,16.4,-6.7,27.6,-0.6,1.7,-3.5,-9.3
SENP7 block,-3.9,-0.1,1.4,-1.3,-1.0,3.5,-0.3,3.6,-1.1
SENP6 inh,-13.7,-22.5,13.4,-8.7,-0.5,-5.7,-1.8,-5.1,-3.6
SENP8 block-1,21.4,1.7,2.0,-6.4,10.8,15.4,6.7,21.9,27.3
Apaf1 inhib,-0.1,-7.6,-16.1,-7.9,1.1,3.4,8.6,-3.6,-3.6
HKDC1 inhibitor,1.0,2.6,-5.4,-10.4,4.3,-0.2,5.3,-3.4,-3.3
NALP3 yeast inh,11.7,8.6,-3.0,13.5,1.2,7.2,6.1,32.6,12.4
SENP8 block-2,-3.5,-0.9,9.4,-12.4,-2.7,-10.1,-1.3,-5.9,1.4
SENP1 FRET inh,0.8,1.8,-3.8,-0.5,0.6,-0.2,1.8,2.3,1.3
